Source: PubChem BioAssay
PKA kinase inh: PKA (human) kinase inhibition; PKA Kemptide phosphorylation, Kinase-Glo ATP luminescence; inhibition, % at 6 µM; P17612; actives 0.1% (n = 65,000);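 active = inhibition above the screen-wide mean inhibition plus 3 SD, cut at about 21% in these data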; also: many of its hits are not listed in these tables
CatB mixtures: inhibitors of human cathepsin B in compound mixtures | P07858 | Purified cathepsin B, AMC dipeptide fluorescence | inhibition, %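 (ten-compound pools at 5 µM per compound and 50 µM total)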 | actives 0.06% (n = 62,000); in the data active = inhibition above about 22%, passing the limit was not always enough;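 also: 0% = enzyme without compound and 100% = no enzyme blank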
HER2 expr 66K: Her2 kinase expression inhibition; P04626; SKBR-3 HER2 protein level, AlphaScreen, 18-24 h; stronger effect = lower value; HER2 level % of control, % at 10 µM; actives 0.69% (n = 65,000);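 active = HER2 level under 5% of the carrier-only control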;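 also: 100% = DMSO carrier and 0% = 500 nM PU-H71 HSP90 inhibitor; lower value means stronger loss of Her2 protein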
CatG inh: cathepsin G (human) inhibition; P08311; purified enzyme, AMC-tetrapeptide fluorescence, pooled mixtures; inhibition, % at 5 µM (by protocol); actives 0.2% (n = 62,000);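 active = inhibition above 20% in each of the two mixture wells holding the compound; inactive = inhibition of 20% or less in either well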;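 also: 0% = enzyme control without mixture and 100% = blank lacking enzyme; strong numbers were not always called active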
CatS inh: blocks human cathepsin S protease activity | recombinant cathepsin S, AMC dipeptide fluorescence, pooled mixtures | inhibition, %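 (tested at 5 µM per compound within 10-compound mixtures)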 | actives 0.06% (n = 62,000); in the data active = inhibition above about 32%, passing the limit was not always enough;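 also: 0% = enzyme without compound and 100% = blank without enzyme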
C1s block: blocks human complement C1s protease activity; AID 538; purified C1s, fluorogenic AMC substrate, pooled mixtures; P09871; mean inhibition % of two 10-compound mixtures (stronger effect = higher value), % at 5 µM (by protocol); actives 0.16% (n = 62,000);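 active = inhibition above 20% in each of the two 10-compound mixture wells holding the compound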;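 also: 0% = enzyme wells lacking compound mixture and 100% = no-enzyme blank wells; some compounds called inactive have numbers as strong as hits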
Target sequence (P09871 16-437 limits assumed): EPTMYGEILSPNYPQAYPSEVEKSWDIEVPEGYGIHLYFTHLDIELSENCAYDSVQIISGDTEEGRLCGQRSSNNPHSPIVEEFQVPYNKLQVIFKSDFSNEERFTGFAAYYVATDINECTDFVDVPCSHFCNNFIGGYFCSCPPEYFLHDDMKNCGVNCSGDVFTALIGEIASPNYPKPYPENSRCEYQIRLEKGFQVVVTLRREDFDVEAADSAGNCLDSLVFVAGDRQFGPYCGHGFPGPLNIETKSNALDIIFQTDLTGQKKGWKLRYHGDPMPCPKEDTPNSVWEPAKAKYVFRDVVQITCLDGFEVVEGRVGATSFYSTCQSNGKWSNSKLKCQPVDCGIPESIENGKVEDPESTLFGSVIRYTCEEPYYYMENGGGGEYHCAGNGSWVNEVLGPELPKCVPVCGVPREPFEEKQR
Target sequence (P09871 438-688 limits assumed): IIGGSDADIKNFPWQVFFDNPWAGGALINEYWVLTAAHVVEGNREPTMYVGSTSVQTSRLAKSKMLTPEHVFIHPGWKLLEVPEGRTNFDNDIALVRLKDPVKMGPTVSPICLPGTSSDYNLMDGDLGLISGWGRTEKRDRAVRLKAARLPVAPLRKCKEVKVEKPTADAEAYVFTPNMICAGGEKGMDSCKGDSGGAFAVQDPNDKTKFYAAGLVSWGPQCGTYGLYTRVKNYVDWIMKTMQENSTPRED
CatB inh: human cathepsin B inhibition. AID 453. actives 0.1% (n = 63,000). purified cathepsin B, fluorogenic substrate, fluorescence. inhibition, %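 (tested at 10 µM)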. P07858; in the data active = inhibition above about 21%;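 also: 0% = enzyme with no compound and 100% = no enzyme blank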
CatL inh: inhibitors of human cathepsin L; purified cathepsin L, fluorogenic substrate, fluorescence; AID 460; inhibition, %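 (tested at 10 µM)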; actives 0.17% (n = 58,000); in the data active = inhibition above about 45%;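 also: 0% = enzyme with no compound and 100% = no enzyme blank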
Target sequence (P07711 114-288 limits assumed): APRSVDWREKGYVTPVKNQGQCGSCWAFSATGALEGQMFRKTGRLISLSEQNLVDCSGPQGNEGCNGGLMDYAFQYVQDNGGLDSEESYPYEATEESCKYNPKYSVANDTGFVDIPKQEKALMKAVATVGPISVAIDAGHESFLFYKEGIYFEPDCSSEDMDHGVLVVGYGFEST
Target sequence (P07711 292-333 limits assumed): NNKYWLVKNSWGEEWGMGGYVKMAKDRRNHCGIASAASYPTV
ROCK2 blocker: inhibitors of human Rho kinase 2; purified ROCK2, Kinase-Glo ATP depletion luminescence; inhibition, % at 6 µM; actives 0.35% (n = 60,000);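 active = inhibition above the screen-wide mean inhibition plus 3 SD, cut at about 18% in these data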;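 also: plate controls were DMSO wells for no effect and Y-27632 control wells after no-enzyme background subtraction for full effect; many of its hits are not listed in these tables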
Active calls of the source: *; · = not tested or not shown. Only part of the results is shown; the hit share may differ from the screen's.

SMILES,CatL inh,CatG inh,HER2 expr 66K,CatB inh,ROCK2 blocker,CatS inh,C1s block,CatB mixtures,PKA kinase inh
CCNc1sc(C(=O)c2cccs2)c(N)c1-c1nc2ccccc2s1,·,10,71,3,-6,0,2,-6,2
CCOC(=O)C1CCCN(c2nc3ccccc3nc2C(C#N)C(=O)OC(C)COC)C1 (stereo not given),-5,1,146,-1,4,0,-31,5,3
C=CCN(CC=C)S(=O)(=O)c1ccc2nsnc2c1,2,-1,·,2,-1,2,4,-1,-4
N#CC1=C(SCC(=O)NC23CC4CC(CC(C4)C2)C3)NC(=O)C(C#N)C12CCCCC2 (stereo not given),12,8,55,3,-3,16,13,6,-5
N=c1cc(C2(O)CCCCC2)n2c(nc3ccccc32)s1,-1,11,16,5,·,-5,-1,1,5
COc1cccc(-c2cc(C(=O)NCCN3CCOCC3)no2)c1,3,6,82,4,-1,-1,1,-1,-2
CCN(c1cccc(C(F)(F)F)c1)S(=O)(=O)c1ccc2c(c1)CCN2C(C)=O,0,7,57,-1,·,3,-4,2,8
Cc1sc2ncnc(SCC(=O)N3CCCC3=O)c2c1C,-25,-1,119,-7,4,-6,-2,-5,11
COCCCn1c(SCC(=O)OC2CCCCC2)nnc1-c1cccs1,29,9,99,-2,5,5,9,-3,3
CN(CCNC(=O)C1CCN(S(=O)(=O)N2CCOCC2)CC1)CCc1ccccc1,4,10,76,3,5,7,15,5,4
Clc1ccccc1Cn1nnc(-c2cccs2)n1,-5,12,93,5,3,-3,17,6,0
Cc1nnc(SCC(=O)N2CCN(S(=O)(=O)c3ccc(Cl)cc3)CC2)n(N)c1=O,-7,10,103,1,-1,-3,18,2,-7
O=S(=O)(c1ccc(NC2CCCc3ccccc32)nc1)N1CCOCC1 (stereo not given),-1,9,102,7,3,8,-2,-4,9
O=C1[C@@H]2[C@H](Cc3ccc(O)cc3)N[C@]3(C(=O)Nc4ccccc43)[C@@H]2C(=O)N1c1ccc(F)cc1,6,-9,78,0,3,-22,-102,-11,9
O=C(O)c1ccc(S(=O)(=O)c2ccc3c(c2)C(=O)N(Cc2ccco2)C3=O)cc1,23,7,82,4,12,10,9,2,14
CC1(C)Oc2ccc(C(=O)N3CCc4ccccc43)cc2N(CC(=O)N2CCCC2)C1=O,23,9,88,8,2,15,12,3,4
COc1ccc(-c2noc(CCC(=O)NCCN(C)Cc3ccccc3)n2)cc1,10,-7,99,4,·,11,-17,4,8
CCCCc1nc2ccccc2c(=O)n1NC(=O)c1c(O)c2cccc3c2n(c1=O)CCC3,-17,-2,50,-4,-3,-8,2,3,2
CC(C)OC(=O)C1C2C=CC3(CN(Cc4cccs4)C(=O)C13)O2 (stereo not given),1,6,99,-3,1,14,-3,-1,0
CCOC(=O)c1ccc2c(c1)nc(COc1ccccc1C#N)n2CC,-5,-1,27,0,2,9,-38,3,3
O=C1c2cccc3c(N4CCCCC4)ccc(c23)C(=O)N1c1ccccn1,9,8,72,4,5,7,-5,-4,6
COc1cc(NC(=O)Cn2nnc(-c3ccccc3N)n2)cc(OC)c1,27,2,109,3,-2,10,-6,-4,-3
COC(=O)CN(c1nc(C)c(Br)c(OC)n1)S(=O)(=O)c1ccc(C)cc1,10,·,74,-3,-5,·,·,·,4
CCOC(=O)c1c(NC(=O)CSc2nnc(-c3ccc(OC)cc3)o2)sc2c1CCC2,5,-17,82,4,-6,19,-6,6,-5
CC1(C(=O)CSc2nc3ccccc3s2)CCC(=O)O1 (stereo not given),11,6,145,1,4,0,-3,1,8
COc1ccc(C(=O)N2CCN(c3ccc(C)cc3)CC2)cc1OC,-3,14,101,0,5,-1,0,3,12
Cc1cc(=O)[nH]c(SCC(=O)N2CCCCCC2)n1,12,-1,128,0,5,11,-2,-1,9
Cc1cc(C)c(C)c(OCC(=O)NCc2nc(-c3ccccc3)no2)c1,17,7,87,2,5,1,4,1,7
COc1cccc(-n2c(COc3ccc(C)cc3)nnc2SCC(N)=O)c1,13,12,104,1,3,0,15,5,-2
COc1ccc(Cn2nnnc2C(c2cc3ccc(OC)cc3[nH]c2=O)N2CCCCCC2)cc1 (stereo not given),14,1,82,5,-4,7,-4,-2,-2
COc1cc(S(=O)(=O)NC2CCCC2)ccc1Cl,16,15,98,4,5,4,13,-1,8
COc1ccc(CCNC(=O)C2CCN(Cc3nc(-c4ccccc4F)oc3C)CC2)cc1OC,-2,2,107,3,-15,-6,3,0,-1
COc1ccc(C(C(=O)OC(C)CN(C)C)c2ccccc2)cc1 (stereo not given),23,11,123,6,5,1,13,4,6
CCOc1ccc(C2/C(=C(/O)c3ccccc3)C(=O)C(=O)N2CCCN(C)C)cc1OC (stereo not given),2,4,131,0,8,-8,8,9,2
Cc1nnc(SCC(=O)NCc2cccs2)[nH]c1=O,11,-5,88,5,4,-7,-14,1,12
CC(C)CNS(=O)(=O)c1ccc(CCC(=O)N2CCN(Cc3ccccc3)CC2)cc1,-2,0,124,5,·,-2,2,2,0
CC(C)N(CCCNC(=O)CC1Oc2ccccc2NC1=O)Cc1ccccc1 (stereo not given),·,26,91,1,4,19,-8,1,9
Cc1nc(NC2=NCN(Cc3ccco3)CN2)nc2ccccc12,18,10,87,1,7,4,15,5,9
COc1ccc(C)cc1NC(=O)CN(c1ccccc1F)S(C)(=O)=O,·,-4,93,-1,0,44,-14,0,3
Cc1noc(/C=C/N(C)C)c1S(=O)(=O)N1CCCC(C(=O)NC2CCCCC2C)C1 (stereo not given),·,11,67,3,3,11,-1,2,6
CC(C)(C)n1nc2c(c1NC(=O)Cc1cccc3ccccc13)CS(=O)C2 (stereo not given),·,-7,101,3,3,-3,-31,-3,0
O=C(C1CCC(CNc2c(N3CCOCC3)c(=O)c2=O)CC1)N1CCN(c2ccccc2)CC1 (stereo not given),7,-4,82,-2,-2,-1,-18,-4,-2
CCOC(=O)C1CCN(C/C=C/c2ccccc2OC)CC1,1,6,113,·,9,-2,-1,1,13
c1cc(-c2nc3ccccc3o2)nc(-c2nc3ccccc3o2)c1,-1,4,93,-3,7,14,-2,7,7
COc1ccccc1C(=O)n1nc(-c2ccccc2)nc1N,0,8,88,-2,1,10,9,8,4
O=C(NC1CC2CCCC(C1)N2C(=O)Nc1ccccc1)c1ccncc1 (stereo not given),26,-10,125,3,-1,16,-9,1,9
COc1ccccc1S(=O)Cc1ccc(C(=O)NCc2ccccc2Cl)o1 (stereo not given),·,9,105,1,1,16,-1,4,-8
COc1ccc(N2CCN(C(=O)CCS(=O)(=O)c3cccc4nsnc34)CC2)cc1,6,0,25,-6,·,-1,-3,1,6
CCOC(=O)C1CCN(C(c2cc(OC)c(OC)c(OC)c2)c2sc3nc(C)nn3c2O)CC1 (stereo not given),-2,5,101,4,1,-24,-5,-2,-2
O=c1c2c3c(sc2nc2n1CCC2)CCC3,13,10,64,0,·,3,-4,1,1
O=C(NCCO)C1(c2ccccc2)CCCC1,2,·,119,1,-13,·,·,·,-14
CCN(CC)C(=O)c1ccc(O)c(OC)c1,-18,-3,91,0,2,11,-4,-2,-5
C=CCn1c(=O)[nH]c2cc(C(=O)N3CCN(c4cc(C)ccc4C)CC3)ccc2c1=O,5,1,47,2,·,16,-8,1,-4
CCC(=O)N1CCc2cc(S(=O)(=O)NCCN3CCC(C)CC3)ccc21,-8,6,71,2,·,0,2,2,7
CCOC(=O)C1CCN(c2ncnc3c2cnn3-c2ccc(Cl)cc2)CC1,-4,·,105,2,4,·,·,·,2
CCn1c(SCC(=O)N2CCCc3ccccc32)nc2cccnc21,-9,9,118,1,3,-5,2,-9,14
COCCn1nnnc1C(c1cc2ccc(OC)cc2[nH]c1=O)N1CCN(C2CCCCC2)CC1 (stereo not given),19,-1,111,0,-1,2,3,2,10
O=C(CSc1nc2ccccc2c(=O)n1Cc1ccco1)NCc1ccco1,10,8,85,5,3,4,5,1,12
CCN1C(=O)CC(N2CCC(Nc3ccc(F)cc3)CC2)C1=O (stereo not given),27,-5,92,1,6,6,4,4,6
COc1cc(OC)cc(-n2c3nc4ccccc4nc3c3c(=O)n(CC4CCCO4)cnc32)c1 (stereo not given),-3,0,77,4,-5,30,-41,8,-7

(further entries)
SMILES,CatL inh,CatG inh,HER2 expr 66K,CatB inh,ROCK2 blocker,CatS inh,C1s block,CatB mixtures,PKA kinase inh
CC(c1ccco1)N(C(=O)COc1ccc(Cl)cc1Cl)c1ccccn1 (stereo not given),-4,-34,93,4,·,12,4,1,3
COCCCn1c(SCC(=O)N2CCCCC2C)nnc1-c1ccco1 (stereo not given),-1,-2,129,1,3,-4,-3,2,10
O=c1cccc(-c2ccccc2)[nH]1,17,12,-26*,3,1,13,13,4,-3
CCC(=O)N(Cc1ccc(S(N)(=O)=O)cc1)C1CC(=O)N(c2ccc(OC)cc2)C1=O (stereo not given),6,-5,205,6,2,9,-4,18,11
CSc1nnc(C)c(=O)[nH]1,21,·,110,-3,-3,·,·,·,2
Cc1nnc(NC(=O)CSc2nnc(-c3ccc(S(=O)(=O)N4CCCC4)cc3)n2C)s1,-7,5,89,0,1,-4,-8,3,1
Cc1ccc(N(CC(=O)Nc2cccc(C)c2)S(=O)(=O)c2cccc3nonc23)cc1,22,5,86,2,3,11,-44,1,2
Cc1ccc(C(=O)Cn2c(NCCO)nc3ccccc32)cc1,20,4,83,2,2,4,-1,-1,0
CNC(=O)C1CC(=O)N(Cc2ccccc2)C(=Nc2ccc(OC)cc2)S1 (stereo not given),-3,·,90,-5,1,·,·,·,2
CC(=O)N(Cc1cccnc1)Cc1cc2ccccc2[nH]c1=O,7,2,72,0,-4,13,0,-3,-13
c1cnc(NCCNc2ncccn2)nc1,9,7,86,4,3,4,-4,0,13
COc1ccc(C2C3=C(Nc4ncnn42)c2ccccc2CC3)cc1OC (stereo not given),·,1,62,-4,2,1,-9,1,0
Cc1nc2sc(C(c3ccccc3)N3CCC(O)CC3)c(O)n2n1 (stereo not given),6,9,67,5,6,-3,3,-2,13
Cc1ccc(C(=O)CSC2=C(C#N)C(c3ccco3)CC(=O)N2)c(C)c1 (stereo not given),·,5,86,·,4,6,7,-4,8
CCCc1cc(-n2ccnc2)n2c(nc3ccccc32)c1C#N,-2,-1,73,2,-5,-2,16,3,-3
Cc1cc(C(=O)N2CCc3ccccc32)c2ccccc2n1,10,-2,116,2,8,-6,-23,-2,9
COc1ccc(S(=O)(=O)N2CCCC(C(=O)N3CCOCC3)C2)cc1C (stereo not given),4,3,109,-4,-4,7,-5,5,-3
O=C(CC(c1ccccc1)c1cc(Br)ccc1O)NCCN1CCOCC1 (stereo not given),4,0,56,1,7,11,3,6,4
Cc1cc(NC(=O)c2cc(-c3cccnc3)nc3c(C)c(C)ccc23)no1,-1,1,36,5,0,19,-2,1,5
COc1ccc(CNC(=O)c2cc3c(=O)n4ccccc4nc3n(Cc3ccco3)c2=N)cc1,1,23,51,0,6,8,19,1,10

An excerpt from above, limited to CatB mixtures, CatS inh and CatL inh:
Structure,CatB mixtures,CatS inh,CatL inh
Cc1nnc(NC(=O)CSc2nnc(-c3ccc(S(=O)(=O)N4CCCC4)cc3)n2C)s1,3,-4,-7
Cc1ccc(N(CC(=O)Nc2cccc(C)c2)S(=O)(=O)c2cccc3nonc23)cc1,1,11,22
Cc1ccc(C(=O)Cn2c(NCCO)nc3ccccc32)cc1,-1,4,20
CNC(=O)C1CC(=O)N(Cc2ccccc2)C(=Nc2ccc(OC)cc2)S1 (stereo not given),·,·,-3
